Assay outcomes from PubChem BioAssay.
SK-BR-3 tox 24h – SK-BR-3 proliferation inhibitors, primary screen, cell-based, human, 24 h; SK-BR-3 viability, CellTiter-Glo ATP luminescence; hits give low values; viability, % at 10 µM; 41,000 tested, 0.47% active;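 active = viability at or below the median of all test compounds minus 3 SD, in both replicates if run twice, cut at about 45% in these data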;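 also: 100% = median untreated cell wells and 0% = median positive control drug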
An asterisk follows results filed as active. Only part of the results is shown; the hit share may differ from the screen's.

compound | SK-BR-3 tox 24h
C=CCOC(=O)C1=C(C)OC(N)=C(C#N)C1c1ccoc1 (stereo not drawn) | 108.1
CCOC(=O)C1C(c2ccccc2Cl)NC(=O)N(C)C1(O)C(F)(F)F (stereo not drawn) | 84.3
CC1=C(C(=O)OC(C)C)C(c2ccc(F)cc2)NC(=O)N1 (stereo not drawn) | 99.8
COc1ccc(CN=CC2=C(O)CNC2=O)cc1OC | 92.0
CC(C)Oc1ccc2c(=O)c(-c3ccccc3)coc2c1 | 92.9
c1ccc(OCCCc2nc(-c3ccccn3)no2)cc1 | 89.2
COc1ccc(-c2c3c(=O)n(C)c(=O)n(C)c3cn2-c2cccc(OC)c2)cc1 | 93.8
Cc1ccc(CNC(=O)C2C3C=CC(C3)C2C(=O)O)cc1 (stereo not drawn) | 84.0
COCCN1C(=O)C(=O)/C(=C(/O)c2ccc3c(c2)OCCO3)C1c1ccc(C(=O)OC)cc1 (stereo not drawn) | 93.1
COC(=O)c1cccc(Nc2cc(C)nc(-c3ccccc3O)n2)c1 | 98.9
N#CCSc1nc2ccccc2c(=O)n1-c1ccccc1 | 88.5
CCN(CC)CCn1c(=N)n(CCO)c2ccccc21 | 114.1
Cc1cc(N2CCCC2=O)cc(C)c1CN1C(=O)c2ccccc2C1=O | 76.6
O=C(NCc1ccco1)c1cc(S(=O)(=O)N2CCOCC2)ccc1Cl | 94.0
O=C(CCCOc1ccccc1)N1CCN(c2ccccn2)CC1 | 92.1
CS(=O)(=O)Nc1ccc(C(=O)NCc2ccco2)cc1 | 97.2
COc1c(F)c(F)c(C(=O)Nc2cccc(Cl)c2N2CCOCC2)c(F)c1F | 80.9
CN1CCN(C(=O)c2cnn(-c3ccccc3)c2NC(=O)c2cccs2)CC1 | 88.4
COc1ccc(CCNc2oc(Cc3ccccc3)nc2C#N)cc1OC | 89.9
CCCSc1nnc2[nH]c(=O)cc(N)n12 | 89.9
O=C1c2cccc3cccc(c23)C(=O)N1c1nccs1 | 85.0
O=C(CSc1nnc(-c2ccccn2)n1Cc1ccco1)c1ccc(-c2ccccc2)cc1 | 79.1
COc1ccc(-n2c(=O)c3ccccc3n(CC(=O)NC3CCCC3)c2=O)c(OC)c1 | 67.2
C/C(=C\C(=O)c1ccc(C)o1)Nc1ccc2c(c1)OCO2 | 90.0
O=C(NCC1CCCO1)c1ccccn1 (stereo not drawn) | 97.5
Cc1cc(=O)n2c(C)n[nH]c2n1 | 101.6
Cc1cc(C2C(=O)CC(=O)CC2c2ccccc2)on1 (stereo not drawn) | 85.4
Cc1cc(N2CCN(C3CCCC3)CC2)n2c(nc3ccccc32)c1C#N | 88.7
COc1ccccc1C(=O)NCCCn1cc(Br)c(C)n1 | 94.5
O=C(O)c1ccc(NC(=O)c2cccs2)cc1 | 104.5
COc1cccc(-n2c(SCC(=O)NCCc3ccccc3)nnc2-c2ccoc2C)c1 | 94.9
Cc1nnc2n1NC(c1ccc(Cl)cc1)C(C(=O)N(C)C1CCCCC1)S2 (stereo not drawn) | 81.5
COC(=O)c1c(NC(=O)Cc2cccs2)sc(C(=O)N2CCCCC2)c1C | 97.6
CCOCCCn1c(=NC(C)=O)c(C(=O)OCC)cc2c(=O)n3ccccc3nc21 | 93.4
CCCN1C2CCCC1CC(NC(=O)c1ccccc1)C2 (stereo not drawn) | 87.4
CC(C)CCn1cnc2c([nH]c3cccc(Cl)c32)c1=O | 91.1
COc1ccc(C)cc1NS(=O)(=O)c1cccc2nonc12 | 104.7
O=C(NCc1ccc(F)cc1)C(c1cccs1)N(C(=O)c1csnn1)C1CC1 (stereo not drawn) | 113.5
CCOC(=O)CNc1nc(C(C)(C)C)nc2c1nnn2Cc1ccccc1Cl | 96.7
COc1ccc(Cn2cccc(NC(=O)Nc3ccc(C#N)cc3)c2=O)cc1 | 83.8
COc1cc2c(cc1OC)C1(CCCC1)CNC2C (stereo not drawn) | 91.8
CCOC(=O)CSc1nnc(CNC(=O)c2ccco2)n1-c1ccc(F)cc1 | 87.1
CCOc1ccccc1N(CC(=O)N1CCOCC1)S(=O)(=O)c1ccccc1 | 90.8
CCOCCCNCC(=O)Nc1ccccc1N1CCOCC1 | 79.5
CCCCCOC(=O)Cn1c(SCC(=O)Nc2ccccc2)nc2c1c(=O)[nH]c(=O)n2C | 88.6
O=C(OCCNC(=O)c1ccc2ccccc2n1)c1cccnc1 | 96.3
Cc1c(NC(=O)c2ccc(Br)o2)c(=O)n(-c2ccccc2)n1C | 106.8
C=CCOc1cccc(C2C(C(=O)c3ccco3)=C(O)C(=O)N2CCN(CC)CC)c1 (stereo not drawn) | 110.6
O=C(CSc1nnc(-c2ccncc2)n1-c1ccc(Cl)cc1)N1CCOCC1 | 86.2
COc1ccc(C2C(C(=O)c3cc4cccc(OC)c4o3)=C(O)C(=O)N2CCCN(C)C)cc1OC (stereo not drawn) | 85.5
CC(C)N1CC(C(=O)Nc2ccc(Br)c(Cl)c2)CC1=O (stereo not drawn) | 89.8
O=C(Nc1ccccc1C(=O)N1CCCC1)c1cccc(S(=O)(=O)N2CCCCCC2)c1 | 62.6
Cc1ccccc1C1CC(c2ccccc2OC(F)F)Nc2ncnn21 (stereo not drawn) | 86.2
O=C(CCS(=O)(=O)c1cccc2nsnc12)NCc1ccccc1 | 73.4
Cc1c(Cc2ccccc2)c(=O)oc2cc(OCc3nn[nH]n3)ccc12 | 65.2
Cc1cc(NC(=O)CSc2nc(-c3ccco3)cc(C(F)(F)F)n2)no1 | 107.1
COC(=O)c1[nH]c2cc(C)ccc2c1NC(=O)CN1CCN(C(=O)c2ccco2)CC1 | 96.0
C=C(C)CC1N(c2cccc(OC)c2)C(=O)[C@@H]2C(C(=O)O)[C@H]3C=C[C@@]12O3 (stereo partly drawn) | 71.4
COC(=O)N1CCN(c2ccc(Cl)c(Cl)c2)CC1 | 109.5
CC(=O)c1c(C)n(-c2ccc(N(C)C)cc2)c2ccc(OCC(N)=O)cc12 | 70.8

Two of these compounds, set out differently:
> Cc1nnc2n1NC(c1ccc(Cl)cc1)C(C(=O)N(C)C1CCCCC1)S2 (stereo not drawn)
  SK-BR-3 tox 24h: 81.5

> COC(=O)c1c(NC(=O)Cc2cccs2)sc(C(=O)N2CCCCC2)c1C
  SK-BR-3 tox 24h: 97.6

(cont.)
compound | SK-BR-3 tox 24h
COc1ccc(OCC(=O)N2CC3(C)CC2CC(C)(C)C3)cc1 (stereo not drawn) | 111.4
c1ccc2c(c1)nc1n2CN(Cc2ccc3c(c2)OCO3)CN1 | 122.5
CC(C)CCNC(=O)CN(CC1CCCO1)C(=O)CCC(=O)Nc1ccccn1 (stereo not drawn) | 89.7
NC(=O)C1CCN(CC(=O)N2c3ccccc3CCc3ccccc32)CC1 | 78.3
Cc1ccc(OCCN2CCCCCC2)c(C)c1 | 95.2
CCc1c(C)nc(Nc2nc(C)c3cc(OC)ccc3n2)[nH]c1=O | 64.5
CCCCCCOc1ccc(C(=O)n2cnc(N)n2)cc1 | 100.0
Cc1n[nH]c(C)c1S(=O)(=O)N1CCCC(C(=O)Nc2nccs2)C1 (stereo not drawn) | 80.8
Cc1[nH]n(C(C)(C)C)c(=O)c1Sc1ccccc1 | 60.5
Cc1ccc(C(=O)/C=C/Nc2cccc(O)c2)cc1 | 94.7
Cc1ccc(N2CCN(CC(O)COC3CCCCC3)CC2)cc1 (stereo not drawn) | 71.7
O=S(=O)(c1ccc(NC2CCCCC2)cc1)N1CCOCC1 | 86.2
Cc1cc(=O)[nH]c(/N=C(/NC(=O)c2ccccc2)Nc2ccc3c(c2)OCCO3)n1 | 95.4
COc1ccc(CN(C(=O)c2ccccc2OC)C2CCS(=O)(=O)C2)cc1 (stereo not drawn) | 102.9
CCn1c(SCC(=O)c2ccc(Cl)s2)nnc1-c1cccs1 | 76.9

A draw from above in order of heavy-atom count, high to low:
compound | SK-BR-3 tox 24h
COc1ccc(CN(C(=O)c2ccccc2OC)C2CCS(=O)(=O)C2)cc1 (stereo not drawn) | 102.9
CCc1c(C)nc(Nc2nc(C)c3cc(OC)ccc3n2)[nH]c1=O | 64.5
c1ccc2c(c1)nc1n2CN(Cc2ccc3c(c2)OCO3)CN1 | 122.5
CCn1c(SCC(=O)c2ccc(Cl)s2)nnc1-c1cccs1 | 76.9
Cc1[nH]n(C(C)(C)C)c(=O)c1Sc1ccccc1 | 60.5

New compounds follow:
compound | SK-BR-3 tox 24h
CCCC(=O)Nc1ccc(N2CCCCC2)cc1 | 107.7
O=C1NC(=O)C2(COC3(CCCC3)OC2)S1 | 104.0
CCCC(C)n1[nH]c(=O)cc1N (stereo not drawn) | 114.0
CN(C#N)c1nc(N2CCOCC2)nc(N2CCOCC2)n1 | 65.9
Cc1onc(-c2ccccc2)c1C(=O)Nc1ccc2c(c1)OCCO2 | 115.8
N#Cc1c2c(c(-c3ccccc3)[nH]c1=O)CCCC2 | 102.7
O=C(NC1CC2CCCC(C1)N2S(=O)(=O)c1ccccc1)c1ccccc1 (stereo not drawn) | 84.5
COc1cccc2c1C(=O)c1c(O)c3c(c(O)c1C2=O)C[C@@](O)(C(=O)CO)C[C@@H]3O[C@H]1C[C@H](N)[C@H](O)[C@H](C)O1 | 93.8
O=C(Nc1ccc(Cl)cc1)c1ccc2c(c1)OCO2 | 127.4
CCCc1[nH]nc2c1C(c1ccc(OC(=O)N3CCOCC3)c(OC)c1)C(C#N)=C(N)O2 (stereo not drawn) | 121.5
CCOc1cc(C(=O)Nc2cnccn2)cc(OCC)c1OCC | 93.2
N#Cc1cc2c(=O)n3ccccc3nc2n(CCCN2CCOCC2)c1=O | 104.0
CCOC(=O)c1c(C)n(C)c2ccc(OCC(O)Cn3nc(C)cc3C)cc12 (stereo not drawn) | 89.5
Cc1ccc(NC(=O)NC(=O)N(c2ccccc2)S(C)(=O)=O)cc1 | 86.4
Cn1c(=O)c2c(nc(CN3CCOCC3)n2CCCc2ccccc2)n(C)c1=O | 129.4
COC(=O)CCC(=O)Nc1ccc(OC)cc1 | 97.2
CSc1ccc(-c2c(C#N)c(N)nc3c2c(C)nn3-c2ccccc2)cc1 | 59.9
CCOC(=O)C(C(=O)Nc1ccccc1)C1CCCCC1 (stereo not drawn) | 80.4
CC(=O)c1cccc(-n2c(CCC(=O)O)ccc2-c2cccs2)c1 | 107.0
CC(=O)Oc1ccccc1C1OCCN1C(C)=O (stereo not drawn) | 88.9
COc1ccc2nc(NCc3ccccc3)[nH]c2c1 | 90.2
COc1ccc(CC(NC(C)=O)C(=O)NC2CCN(C(=O)NCc3ccccc3)CC2)cc1 (stereo not drawn) | 84.2
CC(C)(C)SCCNS(=O)(=O)c1ccccc1 | 84.5
OCCOCCNc1ncnc2c1cnn2-c1ccccc1 | 77.3
Cc1ccc2nc(Nc3ncc4c(n3)CCCC4=O)nc(C)c2c1 | 105.0
Cc1ccc(S(=O)(=O)NCC(=O)N(CC(=O)NCC2CCCO2)Cc2ccccc2)cc1 (stereo not drawn) | 96.7
Cc1ccccc1NC(=O)c1cccc2nccnc12 | 90.8
COc1cccc(OC)c1C(=O)Nc1nnc(C(C)C)s1 | 77.7
COc1ccc2cc(C(c3nnnn3CCc3ccccc3)N3CCCC(C)C3)c(=O)[nH]c2c1 (stereo not drawn) | 88.9
CCCc1nc(-c2ccccc2O)n(-c2ccccc2)n1 | 86.4

A few values from above.
`COc1ccc2cc(C(c3nnnn3CCc3ccccc3)N3CCCC(C)C3)c(=O)[nH]c2c1` (stereo not drawn) in SK-BR-3 tox 24h is entered as 88.9
`OCCOCCNc1ncnc2c1cnn2-c1ccccc1` in SK-BR-3 tox 24h is entered as 77.3
`CC(=O)c1cccc(-n2c(CCC(=O)O)ccc2-c2cccs2)c1` in SK-BR-3 tox 24h is entered as 107.0

(listing goes on)
compound | SK-BR-3 tox 24h
COc1cc2c(cc1OC)C(C(=O)O)C(c1ccc(C)o1)N(C)C2=O (stereo not drawn) | 84.7
CC(=O)NCCOc1ccc(C(=O)O)cc1 | 81.9
CCCC1C2CN(C(C)=O)CC=C2C(C#N)=C(N)C1(C#N)C#N (stereo not drawn) | 102.8
COc1cc(-c2nn3c(-c4cccnc4)nnc3s2)cc(OC)c1OC | 100.7
Cc1ccc(OCC(O)CNS(=O)(=O)c2ccccc2C(=O)N2CCCCC2)cc1 (stereo not drawn) | 98.7
COc1ccc(C2C(C(=O)NCc3cccnc3)c3ccccc3C(=O)N2C)cc1OC (stereo not drawn) | 105.7
COc1cc2cc(C)c(SCC(=O)N3CCOCC3)nc2cc1OC | 65.5
Nc1nc(SCc2ccc3c(c2)OCCO3)n[nH]1 | 97.8
CCCN1C(=O)C2(/C(=C(\O)c3ccc4c(c3)OCCO4)C(=O)C(=O)N2CCCOC)c2ccccc21 (stereo not drawn) | 87.3
O=C(c1ccco1)N1CCN(C(c2ccccc2)c2nnnn2Cc2cccs2)CC1 (stereo not drawn) | 112.6
O=C(O)c1cccc(NC(=O)c2cccc(S(=O)(=O)N3CCCCC3)c2)c1 | 110.2
COc1cc(SC)ccc1C(=O)Nc1ccc2c(c1)OCCO2 | 86.6
O=C(O)C1C2C=CC3(CN(C/C=C/c4ccccc4)C(=O)C13)O2 (stereo not drawn) | 92.9
CCN(CC)c1ccc(C2NC(=O)NC(C)=C2C(=O)Nc2ccccc2)cc1 (stereo not drawn) | 96.0
O=S(=O)(c1ccccc1)N1CCC(N2CCCCCC2)CC1 | 91.0
N#Cc1nc(-c2ccccc2F)oc1NCc1cccc2c1OCO2 | 88.5
CC(C)N1CC2=C(OC(N)=C(C#N)C2c2cccnc2)/C(=C/c2cccnc2)C1 (stereo not drawn) | 86.2
CCc1nnc(NC(=O)CCC(=O)N2CCN(CCOc3ccc(C)cc3)CC2)s1 | 82.0
CCOC(=O)c1ccccc1NC(=O)CN(c1ccccc1)S(=O)(=O)N(C)C | 102.7
CCNC(=O)NC1(C(=O)Nc2ccc3c(c2)CCC3)CCCCC1 | 110.7
CCN1CCN(S(=O)(=O)Cc2ccccc2)CC1 | 92.7
CCCc1cc(=O)[nH]c(SCC(=O)N2CCN(c3ccccc3)CC2)n1 | 108.4
CN=C(c1ccco1)n1c(=S)nc(-c2ccco2)n(C)c1=S | 87.3
Cc1cc(O)c(C(C)C)cc1NS(=O)(=O)c1ccccc1 | 95.6
CCOC(=O)c1ccccc1NC(=O)CSc1nnc(COc2ccccc2)n1CC | 65.0
